# 12-LOX inh: Primary qHTS assay for inhibitors of human arachidonate 12S-lipoxygenase (ALOX12): Round 2; purified 12hLO, xylenol orange hydroperoxide absorbance; Potency, µM (top dose mostly 108 µM), without a hit: at the highest dose activity change, negative = inhibition, hits mostly inhibitors; Polyunsaturated fatty acid lipoxygenase ALOX12 (Homo sapiens), P18054; 580,000 compounds, 1.1% hits; AID 1671190, 2021; further: on the % scale 0 is the no-effect control and ±100 the full control effect
#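 Hydroperoxide product was detected by ferrous iron/xylenol orange as the 573 to 405 nm absorbance ratio. Arachidonic acid at 40 uM (final) was turned over for 30 min at room temperature by 150 nM human 12hLO, pH 7.0 Hepes buffer, after 15 min compound preincubation.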
# Vif-APOBEC3G blk: qHTS for Inhibitors of Vif-A3G Interactions: qHTS; Potency, µM (highest dose often 46.1 µM), for inactives: at the top dose activity, negative = active, most hits filed as inhibitors; AID 602310, 2012; DNA dC->dU-editing enzyme APOBEC-3G (Homo sapiens), Q9HC16; HeLa A3G-eYFP + Vif (tagged APOBEC3G with the HIV-1 protein that degrades it), YFP fluorescence, overnight; 410,000 compounds, 0.076% hits;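 further: on the % scale 0 is the no-effect control and ±100 the full control effect; nearly all actives have a fitted effect of over 60% in size; hits raise eYFP signal because A3G escapes Vif-driven loss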
# Target sequence (Q9HC16 whole entry, looked up): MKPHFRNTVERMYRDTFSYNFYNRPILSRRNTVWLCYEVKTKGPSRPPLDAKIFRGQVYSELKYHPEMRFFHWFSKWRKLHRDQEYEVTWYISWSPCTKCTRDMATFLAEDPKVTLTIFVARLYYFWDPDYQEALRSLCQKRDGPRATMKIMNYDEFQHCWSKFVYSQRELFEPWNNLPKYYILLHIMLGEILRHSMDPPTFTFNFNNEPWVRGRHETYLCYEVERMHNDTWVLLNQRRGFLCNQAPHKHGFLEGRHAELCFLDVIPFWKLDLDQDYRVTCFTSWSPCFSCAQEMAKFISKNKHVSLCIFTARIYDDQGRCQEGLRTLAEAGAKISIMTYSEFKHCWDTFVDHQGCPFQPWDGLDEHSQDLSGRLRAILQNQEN
#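 HeLa cells stably expressing Vif and C-terminally eYFP-tagged A3G, seeded overnight at 37 deg C, then exposed to compound by pintool overnight at 37 deg C. Rise in yellow fluorescence (Ex 488/Em 500-530, Acumen) marks blocked Vif-driven A3G degradation.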
# USP1-UAF1 inh: Inhibitors of USP1/UAF1: Primary Screen | Ubiquitin carboxyl-terminal hydrolase 1 (Homo sapiens), O94782 | recombinant USP1/UAF1, Ub-Rhodamine cleavage fluorescence | Potency, µM (doses to about 57.1 µM), without a hit: top-dose activity change, negative = inhibition, actives largely listed as inhibitors | 390,000 compounds, 0.23% hits; further: on the % scale 0 is the no-effect control and ±100 the full control effect; nearly all actives have a fitted effect of over 60% in size; inactives centre near -12
#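 USP1/UAF1 complex (1 nM) preincubated 15 min at room temperature with compound, then Ub-Rho substrate (150 nM final) added. Kinetic fluorescence at 480/540 nm over 6 reads at 60 s intervals; 50 mM HEPES pH 7.8, 0.5 mM EDTA, 0.1 mg/ml BSA, 1 mM TCEP, 0.01% Tween-20.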
# RGS4 inhibitor: Inhibitors of Regulator of G Protein Signaling (RGS) 4: qHTS; Transcreener GDP fluorescence polarization, RGS4-accelerated GTP hydrolysis; Potency, µM (doses to about 114 µM), for inactives: top-dose activity change, negative = inhibition, hits mostly inhibitors; 390,000 compounds, 0.039% hits; AID 504845, 2011; further: on the % scale 0 is the no-effect control and ±100 the full control effect; nearly all actives have a fitted effect of over 75% in size; some results filed as inactive show a strong effect at the top dose
# Target sequence (P49798 whole entry, looked up): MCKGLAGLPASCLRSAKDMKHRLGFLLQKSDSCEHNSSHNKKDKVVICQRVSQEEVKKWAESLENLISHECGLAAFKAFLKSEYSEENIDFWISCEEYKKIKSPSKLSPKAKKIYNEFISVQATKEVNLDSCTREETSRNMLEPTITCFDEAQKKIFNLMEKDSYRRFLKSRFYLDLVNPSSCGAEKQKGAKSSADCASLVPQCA
#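 MLSMR compounds (23 nl, pin-transferred) preincubated 10 min at room temperature with a 500nM (2x) first reagent, then RGS4 at 900nM (2x) plus Transcreener GDP mix added; fluorescence polarization (620/688 nm) read before and after 90 min at 30 °C.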
# IDH1 R132H inh: qHTS for Inhibitors of mutant isocitrate dehydrogenase 1 (IDH1): qHTS; IDH1-R132H enzyme, NADPH consumption, diaphorase/resazurin fluorescence; Potency, µM (doses to about 76.6 µM), for the others: at the top dose activity change, negative = inhibition, usual class: inhibitors; 390,000 compounds, 0.093% hits; further: on the % scale 0 is the no-effect control and ±100 the full control effect; nearly all actives have a fitted effect of over 65% in size
# Target sequence (O75874 whole entry R132H, stated change not applied): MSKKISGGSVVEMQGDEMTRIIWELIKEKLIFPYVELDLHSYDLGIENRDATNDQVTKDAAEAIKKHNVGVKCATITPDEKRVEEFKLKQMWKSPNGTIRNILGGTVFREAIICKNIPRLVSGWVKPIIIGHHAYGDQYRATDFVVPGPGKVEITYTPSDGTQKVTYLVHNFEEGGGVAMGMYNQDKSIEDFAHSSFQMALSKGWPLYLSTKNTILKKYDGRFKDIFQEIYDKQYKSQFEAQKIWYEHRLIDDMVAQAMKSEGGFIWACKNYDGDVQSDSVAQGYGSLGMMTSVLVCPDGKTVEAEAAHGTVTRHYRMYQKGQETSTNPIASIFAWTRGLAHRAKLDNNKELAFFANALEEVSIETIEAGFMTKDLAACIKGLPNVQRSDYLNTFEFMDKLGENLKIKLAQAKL
#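 IDH1-R132H (0.5 ug/mL dispensed) in pH 7.5 Tris buffer was preincubated 30 min with compound, then given a substrate mix of 0.016 mM NADPH and 2 mM alpha-KG for 80 min at room temperature; remaining NADPH was read by diaphorase/resazurin fluorescence.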
# RXFP1 ag: qHTS Assay for Agonists of the Relaxin Receptor RXFP1. Potency, µM (top dose mostly 57.5 µM), for inactives: at the highest dose activation, most hits filed as activators. Relaxin receptor 1 (Homo sapiens), Q9HBX9. AID 2676, 2010. 370,000 compounds, 0.3% hits. HEK293T-RXFP1 cAMP TR-FRET, 30 min; response scale: percent of porcine relaxin response, buffer zero; further: on the % scale 0 is the no-effect control and ±100 the full control effect; nearly all actives have a fitted effect of over 60% in size; many of its hits are not listed in these tables
#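 HEK293 cells stably expressing RXFP1, treated 30 min at 37C with compounds plus PDE4 inhibitor Ro 20174; cAMP measured by HTRF TR-FRET. Normalized to buffer and 29 nM porcine relaxin; EC50 by Hill fit.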
# Vif-A3F inh: qHTS for Inhibitors of Vif-A3F Interactions: qHTS. Potency, µM (top dose mostly 46.1 µM), for the others: at the top dose activity, negative = active. AID 602313, 2012. 390,000 compounds, 0.2% hits. HeLa A3F-eYFP + Vif (tagged APOBEC3F with the HIV-1 protein that degrades it), YFP fluorescence increase; further: % of control where 0% means no effect; nearly all actives have a fitted effect of over 65% in size
#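 HeLa cells stably expressing A3F-eYFP plus Vif, plated and incubated overnight at 37 deg C, then exposed to compounds overnight at 37 deg C. Blocked degradation read as raised yellow fluorescence (Ex 488/Em 500-530).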
# rTrxR1 inhibitor: qHTS Assay for Inhibitors of Mammalian Selenoprotein Thioredoxin Reductase 1 (TrxR1): qHTS | recombinant rTrxR1, NADPH fluorescence consumption, selenite substrate | Thioredoxin reductase 1, cytoplasmic (Rattus norvegicus), O89049 | 390,000 compounds, 1% hits | Potency, µM (doses to about 114 µM), inactives show top-dose activity change, negative = inhibition, actives largely listed as inhibitors | AID 588453, 2011; further: on the % scale 0 is the no-effect control and ±100 the full control effect; nearly all actives have a fitted effect of over 65% in size
#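 Rat TrxR1 (90 nM in the dispensed reagent) was pre-reduced with 400 uM NADPH for 5 min at room temperature, then incubated with compound for 15 min. After 400 uM selenite was added, NADPH fluorescence (Ex 340/Em 450 nm) was followed for 8 min.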
# TrxR1 substrate: qHTS Assay for Substrates of Mammalian Selenoprotein Thioredoxin Reductase 1 (TrxR1): qHTS. Thioredoxin reductase 1, cytoplasmic (Rattus norvegicus), O89049. purified TrxR1 substrate turnover, NADPH consumption readout. Potency, µM (doses to about 114 µM), for the others: at the top dose activity change, negative = substrate turnover. 390,000 compounds, 0.01% hits. AID 588456, 2011; further: on the % scale 0 is the no-effect control and ±100 the full control effect; nearly all actives have a fitted effect of over 50% in size
#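 Rat TrxR1, dispensed at 90 nM, was prereduced with 400 uM NADPH (final) for 5 min at ~22 deg C, then incubated with compound 15 min before 400 uM selenite. A first-read NADPH fluorescence drop versus no-compound background flagged substrates.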
# * hit, by the source's call; ? = inconclusive; . = not tested or not shown; [ ] = another dose, or the depositor's remark. The call rests on the fitted dose curve; in most records, active means well fitted curve in the direction sought with a large enough effect; inconclusive means small, poorly fitted or top-dose-only effect, or another doubt; inactive means no such curve, though single readings can be large; an effect the other way counts as inactive or inconclusive. Potency means the concentration at half of the fitted maximal effect. An excerpt, so the mix of outcomes need not match the whole.
SMILES,12-LOX inh,Vif-APOBEC3G blk,USP1-UAF1 inh,RGS4 inhibitor,IDH1 R132H inh,RXFP1 ag,Vif-A3F inh,rTrxR1 inhibitor,TrxR1 substrate
CC(C)c1ccccc1OCC(=O)N(C)CC(=O)Nc1ccc(F)cc1,-8.6%,0.9%,-12.6%,20.5%,2.5%,-2.1%,-12.9%,0.8%,-9.0%
O=C(Nc1cc(-c2nc3ncccc3o2)ccc1Cl)c1ccco1,1.2%,-13.6%,-12.3%,-12.2%,5.3%,-1.1%,-0.1%,7.8%,2.5%
COc1ccc(C(=O)COC(=O)c2ccccc2C(=O)N(C)c2ccccc2)c(OC)c1,-4.3%,-1.8%,-6.3%,-7.8%,0.7%,-0.3%,-22.2%,16.3%,-1.6%
Cc1ccc(-c2cc(C(=O)Nc3ccccc3C)c3ccccc3n2)o1,5.01µM*,-7.9%,-11.3%,?,1.8%,1.9%,1.0%,?,28.5%[57.1 µM]
Cn1c(Cl)nc2ccccc21,-10.6%,0.0%,-3.5%,22.2%,2.4%,-0.3%,-9.6%,6.9%,-3.2%
CC(C)N=C(NC#N)SCC(=O)NC(C)(C)C,0.0%,1.2%,-19.5%,-26.2%,3.0%,1.7%,8.8%,11.9%[57.1 µM],-6.8%[57.1 µM]
O=C(CCc1nnc(-c2ccc3c(c2)OCO3)o1)NCCc1ccccc1F,1.4%,1.0%,-22.3%,-75.0%[56.9 µM],-1.4%,-0.1%,-3.6%,-15.3%,-9.5%
Cc1cc(C)cc(OCC(=O)NCC(c2ccc(Cl)cc2)N2CCCCC2)c1 (configuration not stated),?,4.0%,-17.1%,-4.9%,0.0%,-2.0%,-2.0%,22.1%,-2.2%
CN1CCc2nc3sc(C(=O)c4ccc(F)cc4)c(N)c3cc2C1,?,-17.5%,-24.7%,-2.1%,3.3%,6.1%,?,28.6%,-0.7%
COc1ccc(S(=O)(=O)NCC(c2ccc(F)cc2)N2CCOCC2)cc1Br (configuration not stated),-13.9%,-2.1%,-12.1%,-20.2%,7.1%,-0.6%,?,13.7%,3.9%
Cc1ccc(S(=O)(=O)CCC(=O)NCCc2ccccc2)cc1,39.7%[activator],1.1%,-12.1%,-12.1%,12.6%,5.9%,8.2%,16.7%,5.7%
CC(C)CN1CCN(Cc2ccc(Oc3ncccn3)cc2)CC1CCO (configuration not stated),-23.8%,3.4%,-0.3%,20.7%,-6.1%,1.0%,0.8%,12.5%,-1.9%
COc1ccc2[nH]c3c(c2c1)CCN1C(=O)C(CC(=O)NC(C)(C)C)C[C@H](C(=O)N(C(C)C)C(C)C)[C@@]31C (some centres not stated),-2.2%,1.1%,-16.8%,24.0%,-5.9%,.,11.4%,2.5%,-3.6%
CCOc1ccc(CCNC(=O)CCCc2nnc3n(CCCOC)c(=O)c4sccc4n23)cc1,-22.7%,-9.0%,-10.2%,11.4%,-6.3%,9.0%,3.5%,11.9%,6.2%
O=C(NCCNC1CCC(c2ccccc2)CC1)c1ccc(F)cc1 (configuration not stated),?,1.0%,-18.0%,1.8%,7.5%,-0.8%,-26.5%,21.2%[57.1 µM],-13.1%[57.1 µM]
COC(=O)C1(C(=O)OC)C2C(=O)C3C(C21)C3(C(=O)OC(C)(C)C)C(=O)OC(C)(C)C (configuration not stated),-6.5%,1.7%,-2.6%,.,5.3%,.,-10.7%,.,.
CN(C(=O)COC(=O)CCC1CCCCC1)c1c(N)n(Cc2ccccc2)c(=O)[nH]c1=O,-12.0%,-2.6%,-10.3%,6.3%,7.1%,-0.6%,-1.2%,21.5%,5.8%
O=C(O)/C=C/C(=O)NCCC(c1ccccc1)c1ccccc1,3.6%,-1.2%,-10.5%,19.9%,-4.1%,-2.5%,?,15.4%,4.3%
Cc1ccc(-n2c(C)cc(/C=N/NC(=O)CC3(C)OCCO3)c2C)cc1,?,1.0%,-20.9%,-8.2%,2.4%,0.2%,-1.6%,?,-22.9%
Clc1ccc(-c2nnc3n2CCCC3)cc1,0.0%,2.1%,-6.4%,6.4%,-2.9%,0.7%,-4.6%,-1.2%[57.1 µM],-2.1%[57.1 µM]

# Shown as a hit in 12-LOX inh, among the entries above:
compound	12-LOX inh	USP1-UAF1 inh	RGS4 inhibitor	IDH1 R132H inh	Vif-A3F inh	rTrxR1 inhibitor	TrxR1 substrate
Cc1ccc(-c2cc(C(=O)Nc3ccccc3C)c3ccccc3n2)o1	5.01µM*	-11.3%	?	1.8%	1.0%	?	28.5%[57.1 µM]

# The listing continues.
SMILES,12-LOX inh,Vif-APOBEC3G blk,USP1-UAF1 inh,RGS4 inhibitor,IDH1 R132H inh,RXFP1 ag,Vif-A3F inh,rTrxR1 inhibitor,TrxR1 substrate
CC(Oc1ccc(Br)cc1Cl)C(=O)Nc1ccncc1 (configuration not stated),-8.2%,-19.0%,-8.1%,-5.9%,-0.4%,0.3%,-10.6%,-3.5%,-5.1%
COc1ccc(-c2nn(-c3ccccc3)cc2C(=O)Nc2cccc(S(=O)(=O)NC3=NCCC3)c2)cc1,0.1%,-11.3%,-15.4%,-3.8%,-7.9%,.,0.9%,12.7%,1.6%
Cc1nn(-c2ccc(N3CCCCC3)nn2)c(C)c1CCC(=O)Nc1cc(F)ccc1F,-10.5%,2.4%,-10.5%,-3.6%,-6.1%,6.4%,1.3%,15.6%,-3.8%
CCOC(=O)c1ccc(NC(=S)NCc2ccc(F)cc2)cc1,?,2.7%,-23.5%,-15.0%,-18.1%,.,4.4%,-18.8%,-13.1%
Cc1ccc(CSC2=Nc3ccccc3C3=NC(CCC(=O)NC4CCCCC4)C(=O)N23)cc1 (configuration not stated),?,-0.3%,-18.1%,-24.2%,8.9%,1.1%,-2.8%,-4.1%[57.1 µM],3.9%[57.1 µM]
CCN(CC)CCN1C(=O)C(=O)/C(=C(/O)c2c(C)[nH]c(C(=O)OC)c2C)C1c1ccc(C)o1 (configuration not stated),78.6%[activator],-5.1%,-10.3%,-8.1%,4.2%,2.4%,-0.8%,8.4%[57.1 µM],2.9%[57.1 µM]
CC/C(=N\NC(=O)Nc1nonc1N)c1ccc(OC)c(OC)c1,-1.9%,0.3%,-20.9%,10.5%,-4.0%,0.5%,-2.9%,7.0%,-1.1%
Cc1ccc(-c2c(NC(=O)C(C)C)n(C)c3ccccc3c2=O)cc1,-1.1%,2.0%,-1.6%,14.2%,2.0%,1.4%,11.9%,10.7%[57.1 µM],8.6%[57.1 µM]
Cc1ccc(S(=O)(=O)N2CCN(C(=O)Cn3c(=O)cnc4ccccc43)CC2)cc1,392.4%[activator],2.3%,-11.9%,19.1%,-5.8%,-0.9%,-0.8%,16.8%,10.0%
Cc1ccc(CNC(=O)c2cc(-c3ccc(Cl)cc3)on2)cc1,-10.1%,7.0%,-4.2%,20.3%,5.0%,0.2%,0.3%,28.5%,0.3%
CCOc1nc(NCCC2=CCCCC2)nc(N2CCOCC2)n1,21.7%,1.8%,-14.4%,15.9%,0.0%,1.5%,-2.4%,34.5%[activator],16.0%
CCC1CCCCN1C(=O)CSc1nnc(CNC(=O)c2cc(OC)c(OC)c(OC)c2)o1 (configuration not stated),-4.7%,1.2%,-7.2%,0.5%,3.9%,-1.1%,.,3.2%,-5.0%
COc1ccc(NC(=O)CSCc2cc(=O)n3nc(C4CC4)sc3n2)cc1,-3.6%,3.4%,-12.2%,-13.8%,-4.3%,4.8%,-5.5%,24.3%,1.2%
COc1cccc(C2=NOC(C(=O)NCC3CCCO3)C2)c1 (configuration not stated),7.3%,5.5%,-0.6%,14.6%,8.7%,1.2%,-7.6%,21.9%,4.1%
O=C(NCc1ccccc1)c1ccc(N2CCC3(CC2)CC(c2ccccc2)=NO3)c([N+](=O)[O-])c1,-1.1%,-0.2%,-17.6%,12.2%,1.4%,-2.1%,0.3%,15.3%[57.1 µM],6.6%[57.1 µM]
O=S1(=O)N=C(SCCO)c2ccccc21,?,4.1%,-1.3%,-3.6%,3.5%,-0.2%,-2.0%,11.7%[57.1 µM],6.2%[57.1 µM]
CCCCOc1ccc(/C=C/C(=O)Nc2ccc(C(N)=O)cc2)cc1,-24.5%,-1.2%,4.6%,-29.2%,-3.8%,6.2%,-7.5%,-7.7%,1.9%

# Source: PubChem
